NadD inh = NadD (S. aureus) enzyme inhibition; hit rate 0.78% among 360,000; purified NadD enzyme, colorimetric absorbance read-out; inhibition, % at 20 µM; in the data active = inhibition above about 26%; also: some compounds past the cut are filed as inactive
MLLE-PAM2 inh = blocks PAM2 peptide binding to the PABP1 MLLE domain; inhibition, % at 20 µM; AID 588489; GST-MLLE / FITC-PAM2 fluorescence polarization; P11940; hit rate 0.36% among 360,000; in the data active = inhibition above about 35%, passing the limit was not always enough;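 also: plate controls were DMSO wells with GST-MLLE for no effect and wells lacking GST-MLLE protein for full effect; some results filed as inactive read as strong as hits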
Target sequence (P11940 whole entry, looked up, the tested form may be a part): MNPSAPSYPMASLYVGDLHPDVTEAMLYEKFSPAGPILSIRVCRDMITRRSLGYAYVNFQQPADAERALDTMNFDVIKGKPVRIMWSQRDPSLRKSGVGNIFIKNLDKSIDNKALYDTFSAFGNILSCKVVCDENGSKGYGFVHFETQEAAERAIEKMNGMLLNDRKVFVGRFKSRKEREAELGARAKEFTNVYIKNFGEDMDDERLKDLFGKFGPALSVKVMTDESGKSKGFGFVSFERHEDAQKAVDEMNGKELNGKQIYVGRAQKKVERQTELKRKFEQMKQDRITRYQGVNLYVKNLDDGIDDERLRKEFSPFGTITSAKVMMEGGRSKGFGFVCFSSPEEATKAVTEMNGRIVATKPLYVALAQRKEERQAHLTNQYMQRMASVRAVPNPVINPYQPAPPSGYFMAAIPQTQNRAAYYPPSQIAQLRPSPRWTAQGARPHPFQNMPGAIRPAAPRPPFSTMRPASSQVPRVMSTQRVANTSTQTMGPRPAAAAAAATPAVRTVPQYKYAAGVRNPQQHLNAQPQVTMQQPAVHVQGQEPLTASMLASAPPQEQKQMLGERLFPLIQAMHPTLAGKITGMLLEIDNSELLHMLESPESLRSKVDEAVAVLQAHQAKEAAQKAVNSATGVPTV
SKN-1 inh = C. elegans SKN-1 inhibition. C. elegans VP596 Pgst-4::GFP/RFP ratio, acrylamide-induced, 24 h. inhibition, % at 21.8 µM. hit rate 0.49% among 360,000;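 active = interference check ratio from 0.5 to 1.5 plus GFP to RFP signal ratio inhibition reaching or exceeding a fixed threshold, cut at about 30% in these data, passing the limit was not always enough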; also: some compounds called inactive have numbers as strong as hits
CSN inh = CSN deneddylation inhibition; Q92905; Purified CSN, SCF-Nedd8-OG deneddylation, fluorescence polarization; inhibition, % at 12.5 µM; hit rate 0.38% among 360,000; AID 651999;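 active = pattern-corrected inhibition above about 35%, with an unprinted fluorescence ratio check between 0.5 and 1.5, limit read from the data, passing the limit was not always enough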;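 also: 0% = enzyme with substrate and 100% = substrate without enzyme; some results filed as inactive read as strong as hits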
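Test system: Human Csn5 produced in HEK293T cells | Compound: 12.5 µM single point | Times: 90 min, room temperature | Signal: Fluorescence polarization readout | Read-out basis: % inhibition of substrate cleavage by Csn5 | Controls: no-enzyme wells high, enzyme-with-substrate wells low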
MT1-MMP act inh = inhibitors of human MT1-MMP activation | HT1080 RFP-PRO-GFP cells, GFP/RFP ratio fluorescence, overnight; percent of plate control window, DMSO zero | hit rate 0.061% among 360,000 | GFP/RFP ratio change, % at 20 µM | AID 651647 | P50281;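 active = GFP/RFP ratio change of at least 30% with cell ATP level not reduced by more than half and red fluorescence within 50% of control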; also: strong numbers were not always called active
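Assay system – RFP-PRO-GFP reporter HT1080 cells · Compound dosing – single dose of 20 µM compound, 1% DMSO final · Incubation – overnight compound exposure at 37 °C · Measure – GFP/RFP fluorescence ratio · Benchmarks – DMSO wells and RFP-L50D-GFP cells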
Rpn11 inh = inhibitors of human proteasome Rpn11; calls only at 20 µM; O00487; human 26S proteasome, Ub4-pepOG fluorescence polarization; 20S core pre-blocked with epoxomicin; hit rate 0.59% among 360,000;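 active = inhibition at 20 µM, scaled to each plate's controls, above about 33%, limit read from the data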
Target sequence (O00487 whole entry, looked up): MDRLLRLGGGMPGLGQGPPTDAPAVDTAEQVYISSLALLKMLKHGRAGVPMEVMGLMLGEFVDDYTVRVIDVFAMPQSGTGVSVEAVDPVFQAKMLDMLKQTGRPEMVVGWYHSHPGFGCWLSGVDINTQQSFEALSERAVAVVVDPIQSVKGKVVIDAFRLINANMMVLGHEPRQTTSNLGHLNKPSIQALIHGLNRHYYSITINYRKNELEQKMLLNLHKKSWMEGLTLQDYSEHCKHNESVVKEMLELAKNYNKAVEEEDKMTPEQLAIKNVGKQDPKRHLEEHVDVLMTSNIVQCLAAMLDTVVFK
FAS-TE inh = inhibitors of human fatty acid synthase thioesterase domain. P49327. recombinant FAS-TE, OMFH fluorogenic substrate, fluorescence endpoint. inhibition, % at 15 µM. hit rate 0.67% among 360,000. AID 602261;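 active = compounds whose normalised, plate-corrected inhibition of enzyme fluorescence in the single-dose primary screen is 50% or more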;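 also: 0% = DMSO with enzyme and 100% = substrate without enzyme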
Neddylation inh = cullin neddylation inhibition; P61081+Q13564; TR-FRET cullin neddylation, biochemical; calls only at 25 µM; hit rate 0.58% among 360,000; AID 651699; in the data active = inhibition above about 36%
Rin1 Abl inh = human Rin1-Abl interaction inhibition | inhibition, % at 7.35 µM | P00519+Q13671 | TR-FRET Rin1/Abl binding, biochemical | hit rate 0.4% among 360,000; in the data active = inhibition above about 5%, passing the limit was not always enough
* = called active by the depositor; i = inactive; / = not tested or not shown; + = active, no number. Random draw from the library; any-hit rate near 3.9%.

SMILES	NadD inh	MLLE-PAM2 inh	SKN-1 inh	CSN inh	MT1-MMP act inh	Rpn11 inh	FAS-TE inh	Neddylation inh	Rin1 Abl inh
CN(C)N=Nc1ccc(S(=O)(=O)NC(=O)Cc2ccccc2)cc1	-4.7	0.7	-0.6	-1.2	-2.7	i	-4.1	i	1.6
Cc1ccc(C)c(NC(=O)COC(=O)COc2cccc3c2OC(C)(C)C3)c1	0.4	-32.5	11.5	-1.0	7.0	i	-5.5	i	0.8
COc1cccc(N2CC(C(=O)NNC(=O)c3ccc(Cl)cc3)CC2=O)c1 (centres undefined)	-9.1	1.2	-2.5	1.2	3.1	i	-5.3	i	0.1
Fc1cccc(CCN2CCNC[C@H]2Cc2cccc3ccccc23)c1	3.5	6.4	4.8	2.9	-2.5	i	-41.8	i	0.3
Nc1nnc(-c2ccccc2)s1	-6.5	4.8	8.8	9.0	-5.4	i	-3.5	i	2.2
O=C(C1CCC1)N1CCc2cc(S(=O)(=O)NCCN3CCN(c4ccccc4F)CC3)ccc21	-1.5	1.2	-5.7	-1.8	3.0	i	15.7	i	-2.6
CCCCN(CC)C(=O)CN1C(=O)c2ccccc2C1=O	1.9	-5.0	5.7	2.2	3.0	i	-5.8	i	0.2
Cc1cc(C)nc(CCNC(=O)c2cc(COc3ccc(F)cc3F)on2)n1	0.4	3.5	7.1	5.8	-0.6	i	-5.6	i	1.5
Cc1cc(C)c(S(=O)(=O)N2CCN(C(=O)C3CCCO3)CC2)c(C)c1 (centres undefined)	6.8	-60.1	8.5	-0.3	4.2	i	-9.8	i	2.5
COc1ccc(NC(=O)COC(=O)c2ccc(S(=O)(=O)N3CCCC3)cc2)cc1OC	1.9	-4.4	13.3	-3.4	-3.4	i	-3.1	i	-1.1
Cc1ccc(C)c2nc(SCC(=O)Nc3ccc4c(c3)OCO4)c(C#N)cc12	-3.6	-0.5	4.4	2.8	-2.0	i	-5.3	i	1.0
Brc1ccc(C2=CC(c3cccs3)n3ncnc3N2)cc1 (centres undefined)	11.1	i	-74.5	-70.8	-269.3	i	-61.0	i	0.4
O=C(CSc1ncnc2nc[nH]c12)Nc1ccccc1C(F)(F)F	4.7	-107.4	6.3	3.5	-2.2	i	-13.4	i	-1.1
NS(=O)(=O)c1ccc(CNC(=O)CCC2CCCCC2)cc1	1.3	6.5	-1.5	4.0	0.7	i	0.5	i	0.0
CC(NC(=O)Cc1cccs1)c1ccncc1 (centres undefined)	-5.1	-4.5	9.6	0.3	3.7	i	-5.5	i	-1.4
Cc1c(NC(=O)CSc2nnc(-c3ccccc3F)o2)c(=O)n(-c2ccccc2)n1C	3.3	-2.7	24.8	-1.8	2.8	i	-7.3	i	-2.1
Cn1c(COc2ccccc2)nnc1SCCC(=O)Nc1ccccc1	-3.7	5.4	10.8	-4.8	4.3	i	-10.1	i	1.7
CC(C)(C)C1CCc2c(sc(NC(=O)C3CCCO3)c2C(N)=O)C1 (centres undefined)	-12.6	13.8	1.9	3.8	-3.1	i	18.7	i	-3.2
Cc1ccc2[nH]c(C)cc(=S)c2c1	2.1	22.7	-10.4	-2.6	-2.0	i	1.4	i	-4.8
Cc1cc(CN(C)C(=O)CC2C(=O)NCCN2Cc2c(F)cccc2Cl)on1 (centres undefined)	-3.2	3.0	1.1	2.6	1.4	i	-3.8	i	/
CC(OC(=O)/C(C#N)=C/c1ccco1)C(=O)N(C)c1ccccc1 (centres undefined)	2.0	-23.7	10.3	4.8	-4.5	i	-10.7	i	1.5
COC(=O)c1c(NC(=O)C2CC2)sc(C(=O)Nc2ccccc2)c1C	-4.9	9.8	9.9	7.3	-3.8	i	15.0	i	-1.2
COc1ccccc1C(O)P(=O)(OC1CCCCC1)OC1CCCCC1 (centres undefined)	-2.7	4.5	-9.0	-5.5	0.6	i	4.2	i	0.6
Cc1ccc(-c2nc3ncccc3o2)cc1NC(=O)C(C)(C)C	-4.2	-7.9	2.3	0.9	0.1	i	-4.3	+	2.3
C[C@H](CO)N1C[C@H](C)[C@@H](CN(C)S(=O)(=O)c2ccc(F)cc2)Oc2ccc(NC(=O)CCC(F)(F)F)cc2C1=O	-3.1	0.5	-10.9	-1.8	-1.9	i	-3.6	i	6.9
O=C(NCc1ccco1)C1CCC(N2C(=O)C3C4CCC(C4)C3C2=O)CC1 (centres undefined)	6.6	13.1	12.5	-5.3	-3.4	i	-2.0	i	-0.4
COc1ccc(C(=O)Cn2nc(CNc3ccc(Br)cc3)[n+]3c2CCCCC3)cc1	-3.8	1.4	7.8	5.3	-17.6	i	2.6	i	-3.9
O=C(/N=C1/c2ccccc2CN1c1ccccc1)Nc1ccccc1	-1.5	-2.2	9.0	-7.0	0.1	i	0.7	i	0.1
C=CCNc1oc(/C=C/c2ccccc2)nc1C#N	-3.0	1.1	31.0	0.5	2.5	i	4.9	i	-0.8
COc1cc(NC(=O)c2ccco2)ccc1NC(=O)c1ccccc1Cl	-6.3	5.5	2.4	-3.8	0.1	i	-5.7	i	1.1
O=C(Nn1cnnc1)c1ccc(Cl)c(Cl)c1	-0.8	-10.5	-3.6	1.8	-2.0	i	-6.7	i	0.8
Cc1cc(N2CCOCC2)c2c(N)cc(C)c(C)c2n1	-4.5	-1.3	10.3	-0.6	3.6	i	-4.1	i	-10.6
COc1ccc([C@H]2C[C@H](O)[C@@H](n3cc(C4CC4)nn3)CN2Cc2cccs2)cc1	2.5	7.7	-5.2	4.2	3.0	i	-3.9	i	-1.5
CCS(=O)(=O)n1nc(-c2ccccc2)nc1SCc1ccccc1	0.3	-19.5	9.8	3.7	-8.0	i	6.2	i	-0.5
CC(C)OC(=O)/C(=C/c1cccnc1)NC(=O)c1ccccc1	3.5	36.8	-18.3	1.8	-2.9	i	-5.9	i	-1.1
O=C(NCc1ccco1)c1cc(-c2ccc(F)cc2)on1	-5.9	-1.4	1.9	-6.4	6.1	i	-7.6	i	2.3
COCCNC(=S)N/N=C(\C)c1cccc(C(F)(F)F)c1	-3.7	17.8	18.4	5.2	2.7	i	3.0	i	0.9
COC(=O)C1=CN(c2ccc(N3CCOCC3)cc2)C(N)=C(C#N)C1c1cccc(OC)c1OC (centres undefined)	/	/	15.5	1.8	5.1	/	/	i	/
O=C(Nc1ccc(Br)cc1)C1C2C=CC3(O2)C1C(=O)N(CCN1CCOCC1)C3C(=O)NC1CCCCC1 (centres undefined)	-1.8	11.2	1.6	8.3	-1.1	i	-3.6	i	2.9
CCC(Oc1cc(Cl)ccc1Cl)C(=O)NNC(=O)CCC(=O)O (centres undefined)	3.6	7.8	-1.2	2.3	-14.4	i	-9.0	i	1.8

Gathered by group: the entries above containing a tert-butyl group
SMILES	NadD inh	MLLE-PAM2 inh	SKN-1 inh	CSN inh	MT1-MMP act inh	Rpn11 inh	FAS-TE inh	Neddylation inh	Rin1 Abl inh
CC(C)(C)C1CCc2c(sc(NC(=O)C3CCCO3)c2C(N)=O)C1 (centres undefined)	-12.6	13.8	1.9	3.8	-3.1	i	18.7	i	-3.2
Cc1ccc(-c2nc3ncccc3o2)cc1NC(=O)C(C)(C)C	-4.2	-7.9	2.3	0.9	0.1	i	-4.3	+	2.3

New compounds follow.
SMILES	NadD inh	MLLE-PAM2 inh	SKN-1 inh	CSN inh	MT1-MMP act inh	Rpn11 inh	FAS-TE inh	Neddylation inh	Rin1 Abl inh
O=c1oc2ccccc2cc1-c1ccc(O)cc1O	4.3	4.0	-2.4	-4.0	5.0	i	-9.2	i	-4.2
O=C(NC1CCSc2ccccc21)c1ccc(Cl)c(S(=O)(=O)N2CCOCC2)c1 (centres undefined)	1.2	5.7	10.5	0.8	-1.5	i	10.4	i	1.7
CCCc1cc2c(=O)c(-c3cscn3)c(C(=O)OCC)oc2cc1O	-6.4	-2.7	1.9	-2.1	-0.1	i	-2.7	i	-3.1
CN(C)S(=O)(=O)c1cccc(COc2ccccc2C(=O)Nc2ccccc2)c1	-7.2	0.4	-4.3	0.1	3.1	i	22.2	i	5.7
CCOc1ccc(Oc2cc(C)nc(SC)n2)nn1	-4.8	-14.1	-18.9	-3.3	3.5	i	-7.1	i	-1.9
CCOc1ccc2nc(N(CCCN(C)C)C(=O)c3ccc4c(c3)CCCC4)sc2c1	0.9	2.9	-9.9	-3.7	/	i	11.6	i	6.1
Cc1nn(-c2cccc(C(=O)O)c2)c(C)c1Oc1ccccc1O	2.6	-9.4	-4.1	-1.4	-0.2	i	-7.0	i	-0.1
O=C(NCc1ccc(Cl)c(Cl)c1)c1cc(C2CCCCN2C(=O)CCc2ccccc2)on1 (centres undefined)	1.2	9.4	8.4	-1.9	-10.4	i	20.8	i	-1.2
Cc1ccc(NC(=O)/C(=C/c2ccc([N+](=O)[O-])cc2)NC(=O)c2ccccc2)cc1	3.0	-2.8	-3.8	0.7	4.5	i	15.2	i	0.5
O=C(NCCN1CCOCC1)c1cc2ccccc2o1	-0.5	3.3	-1.4	-1.3	-4.2	i	-7.2	i	1.1
OCCNc1nnc(-c2ccccc2)c(-c2ccccc2)n1	-1.4	-0.1	0.1	-1.9	7.9	i	-1.2	i	2.9
CN(C)S(=O)(=O)c1cccc(NC(=O)CC23CC4CC(CC(C4)C2)C3)c1	-1.2	-5.5	-15.7	-1.8	-1.2	i	12.6	i	-2.1
O=C(CCN1CCOCC1)Nc1cc(C(=O)Nc2ccc(Cl)cc2)ccc1N1CC2CC(C1)c1cccc(=O)n1C2 (centres undefined)	-1.2	12.1	7.9	-2.0	3.2	i	-6.5	i	1.4
COc1cccc2cc(C(=O)C3=C(O)C(=O)N(CCN4CCOCC4)C3c3ccc(C)o3)oc12 (centres undefined)	5.7	17.4	14.4	-2.4	-3.1	i	-4.4	i	-3.5
COc1ccc(-c2ccc(OC)cc2)cc1	-6.0	3.5	7.0	-3.4	3.0	i	-1.3	i	-2.7
Cc1c(N2C(=O)CS/C2=N\N=C\c2ccccc2O)c(=O)n(-c2ccccc2)n1C	-0.8	3.0	8.2	0.8	0.7	i	-4.6	i	-4.4
CC(CNC(=O)CN1C(=O)NC2(CCCCC2)C1=O)c1ccccc1 (centres undefined)	-4.1	-3.6	1.7	5.1	-4.8	i	-5.0	i	-0.1
Cc1ccc2cc(C(c3nnnn3Cc3ccccc3)N3CCc4ccccc43)c(=O)[nH]c2c1 (centres undefined)	17.3	15.8	11.5	-0.9	-9.2	i	17.5	i	0.0
Cc1cccc(CN2CCN(C(=S)Nc3ccccc3)CC2)c1	1.7	-89.7	9.7	1.6	2.4	i	-1.9	i	0.9
CCOc1cccc(-c2nnc3n2N=C(c2cc(OC)ccc2OC)CS3)c1	0.2	-14.6	8.3	-2.0	-13.6	i	15.0	i	-1.8
Cc1onc(-c2ccccc2)c1C(=O)N1CCC(C)(C(=O)NS(=O)(=O)C2CC2)C1 (centres undefined)	1.5	1.2	9.6	-4.3	7.4	i	-11.0	i	-0.1

A stretch from the list above, as a working copy:
SMILES	NadD inh	MLLE-PAM2 inh	SKN-1 inh	CSN inh	MT1-MMP act inh	Rpn11 inh	FAS-TE inh	Neddylation inh	Rin1 Abl inh
CCOc1cccc(-c2nnc3n2N=C(c2cc(OC)ccc2OC)CS3)c1	0.2	-14.6	8.3	-2.0	-13.6	i	15.0	i	-1.8
Cc1onc(-c2ccccc2)c1C(=O)N1CCC(C)(C(=O)NS(=O)(=O)C2CC2)C1 (centres undefined)	1.5	1.2	9.6	-4.3	7.4	i	-11.0	i	-0.1

Bioassay records (PubChem)
